TDP1 block = TDP1 (human) enzyme inhibition; Potency, µM (series often up to 130 µM), for inactives: top-dose activity change, negative = inhibition, actives largely listed as inhibitors; Q9NUW8; recombinant TDP1, AlphaScreen DNA substrate cleavage; 350,000 tested, 0.28% active; further: nearly all actives have a fitted effect of over 40% in size
Target sequence (Q9NUW8 whole entry, looked up): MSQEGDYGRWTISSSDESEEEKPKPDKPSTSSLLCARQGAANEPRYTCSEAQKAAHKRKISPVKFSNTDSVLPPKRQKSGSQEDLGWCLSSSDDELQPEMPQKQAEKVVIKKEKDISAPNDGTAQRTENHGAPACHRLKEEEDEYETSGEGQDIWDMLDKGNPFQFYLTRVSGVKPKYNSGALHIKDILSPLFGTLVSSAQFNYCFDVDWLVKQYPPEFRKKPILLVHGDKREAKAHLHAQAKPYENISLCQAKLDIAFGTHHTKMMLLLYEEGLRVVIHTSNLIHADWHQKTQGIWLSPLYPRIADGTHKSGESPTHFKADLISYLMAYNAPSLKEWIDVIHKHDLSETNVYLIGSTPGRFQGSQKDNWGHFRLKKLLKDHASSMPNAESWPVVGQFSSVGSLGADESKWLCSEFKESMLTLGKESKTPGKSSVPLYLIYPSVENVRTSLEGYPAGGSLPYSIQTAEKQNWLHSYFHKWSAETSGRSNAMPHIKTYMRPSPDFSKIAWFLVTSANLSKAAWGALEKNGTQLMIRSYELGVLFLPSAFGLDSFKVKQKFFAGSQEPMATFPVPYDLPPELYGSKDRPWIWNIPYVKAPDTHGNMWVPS
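Steps: enzyme plus compound, 15 min RT; add biotin/phosphotyrosine-FITC oligonucleotide (15 nM final), react 5 min; add donor/acceptor beads (10 ug/ml final), 10 min; read AlphaScreen. Tdp1 at 1 nM final.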
N370S GC mod = N370S glucocerebrosidase modulation, Gaucher chaperone candidate; P04062; N370S GC spleen homogenate, 4MU-glucoside fluorescence; 330,000 tested, 0.092% active; AID 2101; Potency, µM (top dose mostly 59.4 µM), inactives show top-dose activity change, negative = inhibition, most hits filed as inhibitors;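 further: 0% = full enzyme activity and -100% = no enzyme basal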
TDP1 cell noCPT = qHTS for Inhibitors of human tyrosyl-DNA phosphodiesterase 1 (TDP1): qHTS in cells in absence of CPT; DT40 Tdp1-/- hTDP1 cells, no CPT, ATP luminescence, 48 h; Potency, µM (doses to about 46.2 µM), for the others: at the highest dose activity change, negative = growth inhibition, hits mostly inhibitors; 420,000 tested, 15% active; AID 686978, 2013; further: nearly all actives have a fitted effect of over 55% in size
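Camptothecin absent (DMSO only). Human TDP1-complemented DT40 knockout cells, 400 cells/well, 37 °C for minimum 48 hr; ATP measured via CellTiter-Glo, 30 min dark incubation, luminescence.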
* marks the source's active call; other numbers are inactive results; & = joins results of further samples; [ ] = another dose, or the depositor's remark. The call rests on the fitted dose curve; in most records, active means well fitted curve in the direction sought with a large enough effect; inconclusive means small, poorly fitted or top-dose-only effect, or another doubt; inactive means no such curve, though single readings can be large; an effect the other way counts as inactive or inconclusive. Unless noted, on the % scale 0 is the no-effect control and ±100 the full control effect; potency means the concentration at half of the fitted maximal effect. The list is partial, so the mix of outcomes need not match the whole.

The opening 5 compounds, ahead of the listing:
Screening CCN(CC)S(=O)(=O)c1ccc(OC)c(NC(=O)COc2ccc3c(C)cc(=O)oc3c2)c1 returned TDP1 block 3%, N370S GC mod 4% and TDP1 cell noCPT -3%.
Screening COc1ccc(NC(=O)C#Cc2ccccc2)cc1OC returned TDP1 block 4%, N370S GC mod 4% and TDP1 cell noCPT inconclusive.
COc1ccc(C(=O)Nc2nc(C)cs2)cc1S(=O)(=O)N1CCCC1 was read as TDP1 block -1%, N370S GC mod -5% and TDP1 cell noCPT -28%.
CCOC(=O)c1sc(Nc2ccc(F)cc2)nc1C was read as TDP1 block 0%, N370S GC mod -5% and TDP1 cell noCPT inconclusive.
For CC(=O)c1ccc(OCCCC(=O)Nc2cc(S(=O)(=O)N3CCCCC3)ccc2C)cc1 the results were TDP1 block -13%, N370S GC mod -7% and TDP1 cell noCPT 23µM*.

The listing (from the top)
Screening CCN(CC)S(=O)(=O)c1ccc(OC)c(NC(=O)COc2ccc3c(C)cc(=O)oc3c2)c1 returned TDP1 block 3%, N370S GC mod 4% and TDP1 cell noCPT -3%.
Screening COc1ccc(NC(=O)C#Cc2ccccc2)cc1OC returned TDP1 block 4%, N370S GC mod 4% and TDP1 cell noCPT inconclusive.
COc1ccc(C(=O)Nc2nc(C)cs2)cc1S(=O)(=O)N1CCCC1 was read as TDP1 block -1%, N370S GC mod -5% and TDP1 cell noCPT -28%.
CCOC(=O)c1sc(Nc2ccc(F)cc2)nc1C was read as TDP1 block 0%, N370S GC mod -5% and TDP1 cell noCPT inconclusive.
For CC(=O)c1ccc(OCCCC(=O)Nc2cc(S(=O)(=O)N3CCCCC3)ccc2C)cc1 the results were TDP1 block -13%, N370S GC mod -7% and TDP1 cell noCPT 23µM*.
CCCNC(=O)CSc1nccn1Cc1ccc(OC)cc1 was read as TDP1 block 7%, N370S GC mod -5% and TDP1 cell noCPT -7%.
`Cc1ccc(C)c(NC(=O)CN(C)C(=O)CC2OC(=O)c3ccccc32)c1` (stereo not given) gave TDP1 block 1% and TDP1 cell noCPT 0%.
Screening CC(C)Cn1c(SCC(=O)Nc2cc(Cl)c(Cl)cc2Cl)nc(O)cc1=O returned TDP1 block 0%, N370S GC mod 9% and TDP1 cell noCPT 3%.
`CCc1ccc(NC(=O)C(C)OC(=O)CCC(=O)c2cccs2)cc1` (stereo not given) gave TDP1 block 3%, N370S GC mod -23% and TDP1 cell noCPT -30%.
For CCc1nc(SCC(=O)NC2CCCC2)c2c(=O)n(C)c(=O)n(C)c2n1 the results were TDP1 block 3%, N370S GC mod 0% and TDP1 cell noCPT -9%.

By substructure: those above containing a halogen
CCOC(=O)c1sc(Nc2ccc(F)cc2)nc1C was read as TDP1 block 0%, N370S GC mod -5% and TDP1 cell noCPT inconclusive.
Screening CC(C)Cn1c(SCC(=O)Nc2cc(Cl)c(Cl)cc2Cl)nc(O)cc1=O returned TDP1 block 0%, N370S GC mod 9% and TDP1 cell noCPT 3%.

Further structures follow:
Screening COc1ccc(CNc2nc3c(c(=O)[nH]c(=O)n3C)n2Cc2ccccc2C)cc1 returned TDP1 block 3%, N370S GC mod -21% and TDP1 cell noCPT -14%.
For Cc1c(C(c2cccs2)c2c(C)n(C)n(-c3ccccc3)c2=O)c(=O)n(-c2ccccc2)n1C the results were TDP1 block 6%, N370S GC mod 10% and TDP1 cell noCPT -28%.
CC(Oc1ccc(Cl)cc1Cl)C(=O)NC(=S)N1CCc2ccccc21 (stereo not given) was read as TDP1 block 2%, N370S GC mod 10% and TDP1 cell noCPT inconclusive.
Screening Cc1nnc(SCc2cccc([N+](=O)[O-])c2)[nH]c1=O returned TDP1 block 3%, N370S GC mod 11% and TDP1 cell noCPT -19%.
For Cc1ccc2c(cnn2C(=O)CCCC(=O)NCc2ccc(Cl)cc2)c1 the results were N370S GC mod -4% and TDP1 cell noCPT inconclusive.
`Cc1ccc(C(=O)N/C(=C\c2cccs2)C(=O)NCCCN2CCOCC2)cc1` gave N370S GC mod -2% and TDP1 cell noCPT -11%.
`Cc1cc2c(cc1S(=O)(=O)NCc1ccccc1)OCC(=O)N2` gave TDP1 block 1%, N370S GC mod inconclusive and TDP1 cell noCPT -4%&-17%.
For S=C(NC1CCCCC1)NC1CC2C=CC1C2 (stereo not given) the results were TDP1 block 6%, N370S GC mod 4% and TDP1 cell noCPT inconclusive.
Screening COc1ccc(C2/C=C\CN(S(=O)(=O)c3ccc(-c4ccccc4)cc3)CC(=O)N2Cc2ccc(F)cc2)cc1 (stereo not given) returned TDP1 block 7%&5%, N370S GC mod -3%&-8% and TDP1 cell noCPT inconclusive.
Screening Cn1cc[nH]c1=S returned TDP1 block -3%, N370S GC mod 5% and TDP1 cell noCPT inconclusive.
Screening COc1ccc(C(=O)COC(=O)CNC(=O)c2ccccc2)cc1F returned TDP1 block 3% and TDP1 cell noCPT -13%.
CCOc1cc(C(=O)NC(=S)Nc2cccnc2)cc(OCC)c1OCC was read as TDP1 block 8%, N370S GC mod -5% and TDP1 cell noCPT 23µM*.
For CCC(CO)Oc1cc(NCc2ccc(Cl)cc2Cl)c2ncn(C(C)C)c2c1 (stereo not given) the results were TDP1 block 10% and TDP1 cell noCPT inconclusive.
COC(=O)c1ccc(Nc2c([N+](=O)[O-])c(=O)oc3ccccc23)cc1 was read as TDP1 block 10%, N370S GC mod 4% and TDP1 cell noCPT inconclusive.
For Cc1oc(-c2ccccc2)cc1C(=O)Nc1cccc(/C=C\C(=O)O)c1 the results were TDP1 block 5%, N370S GC mod 7% and TDP1 cell noCPT inconclusive.
Screening Cc1ccc2c(c1)=C(c1ccccc1)N(O)CC(=O)N=2 returned N370S GC mod -12% and TDP1 cell noCPT -17%.
For O=C(CSc1nc2ccccc2o1)c1cc2ccccc2oc1=O the results were TDP1 block 9%, N370S GC mod 22% and TDP1 cell noCPT -26%.
Screening O=S(=O)(c1ccc(NC(=S)Nc2ccc(OC(F)F)cc2)cc1)N1CCOCC1 returned TDP1 block 4%, N370S GC mod inconclusive and TDP1 cell noCPT inconclusive.
CCCCNc1sc(S(=O)(=O)CC)nc1S(=O)(=O)c1ccc(C)cc1 was read as TDP1 block 5% and TDP1 cell noCPT 23µM*.
Screening CCOc1ccc(CCNCc2c(C(=O)O)n(Cc3ccc(C)cc3)c3cc(OC)ccc23)cc1 returned TDP1 block 0% and TDP1 cell noCPT 18µM*.
For Cc1ccc(N(NC(=O)C(C)(C)O)C(=O)c2ccccc2)cc1C the results were TDP1 block 1%, N370S GC mod -2% and TDP1 cell noCPT -27%.
For O=C(c1ccco1)N1CCN(Cc2ccccc2Br)CC1 the results were N370S GC mod 5% and TDP1 cell noCPT inconclusive.
Screening N#CC(C#N)=C(Nc1ccccc1)c1ccccc1 returned TDP1 block 7%, N370S GC mod -9% and TDP1 cell noCPT inconclusive.
Screening Cc1cc(-c2ccccc2)nc(-c2ccccc2)c1C returned TDP1 block -3%, N370S GC mod 20% and TDP1 cell noCPT -7%.
For O=C(N/N=C/c1ccsc1)c1cc(-c2ccncc2)nc2ccccc12 the results were TDP1 block 6%, N370S GC mod -7% and TDP1 cell noCPT 3.3µM*.
Screening COC(=O)CNC(=O)c1sc2ncn(CC(=O)Nc3ccc(C)c(Cl)c3)c(=O)c2c1C returned TDP1 block 3%, N370S GC mod -4% and TDP1 cell noCPT -23%.
Screening CCCCC(=O)c1c(C)cc(C)[nH]c1=O returned TDP1 block 7%, N370S GC mod 2% and TDP1 cell noCPT -14%.
Screening COc1ccc(OC)c(N(CC(=O)Nc2cccnc2)S(C)(=O)=O)c1 returned TDP1 block 5% and TDP1 cell noCPT 6%.
Screening O=C(Nc1ccc(Oc2ccccc2)cc1)c1ccc(F)c(S(=O)(=O)N2CCN(c3ccccc3F)CC2)c1 returned TDP1 block 8% and TDP1 cell noCPT 4.6µM*.
COc1ccc(-c2[nH]ncc2CN2CCC(N3CCSCC3)CC2)c(F)c1 was read as TDP1 block 4%, N370S GC mod 1% and TDP1 cell noCPT inconclusive.
Screening O=C1C=C(Nc2cccc(Cl)c2)CC(c2ccco2)C1 (stereo not given) returned TDP1 block 5%, N370S GC mod -1% and TDP1 cell noCPT inconclusive.
O=C(N/N=C/c1cccc(Cl)c1)c1c(O)c2c([nH]c1=O)CCCC2 was read as N370S GC mod -2% and TDP1 cell noCPT inconclusive.
`Cc1nc2nc(C)c(CCC(=O)N3CCOCC3)c(C)n2n1` gave TDP1 block -1%, N370S GC mod 0% and TDP1 cell noCPT 1%.
For CCCN(CC(=O)Nc1cc(Cl)cc(Cl)c1)CC(=O)Nc1ccc(F)c(F)c1F the results were TDP1 block 2%, N370S GC mod 14% and TDP1 cell noCPT 23µM*.
For O=C(Cc1ccccc1)NCC(=O)OCC(=O)c1ccc2ccccc2c1 the results were TDP1 block 1% and TDP1 cell noCPT -20%.
Cc1ccc([N+](=O)[O-])cc1NC(=O)c1ccc(C(C)(C)C)cc1 was read as TDP1 block 7%, N370S GC mod 24% and TDP1 cell noCPT 13µM*.
COc1ccc(/C=C/c2nnc(NC(=O)CC(C)C)s2)cc1 was read as N370S GC mod 5% and TDP1 cell noCPT inconclusive.
For CCc1cccc(C)c1NC(=O)CSc1nc2ccccc2n1CC(=O)N(C)C the results were TDP1 block 2%, N370S GC mod 0% and TDP1 cell noCPT -7%.
Screening COc1ccc2[nH]c(=O)c(CN(C(=O)c3cccc(Cl)c3)c3ccccc3OC)cc2c1 returned TDP1 block 4% and TDP1 cell noCPT inconclusive.
`Cc1cc(O)c2c(C)c(CC(=O)N3CCN(C(=O)C4COc5ccccc5O4)CC3)c(=O)oc2c1` (stereo not given) gave TDP1 block 10%, N370S GC mod 3% and TDP1 cell noCPT inconclusive.
CC1c2ccsc2CCN1S(=O)(=O)c1ccccc1 (stereo not given) was read as TDP1 block 4%, N370S GC mod 8% and TDP1 cell noCPT -16%.
Screening S=C(Nc1ccccc1)N1CCn2c(nc3ccccc32)C1 returned TDP1 block -5%, N370S GC mod -2% and TDP1 cell noCPT -26%.
For CCNC(=S)NNC(=O)CSc1nc2ccccc2[nH]1 the results were TDP1 block 5%, N370S GC mod 2% and TDP1 cell noCPT -4%.
For COc1cccc(OCc2cc(=O)n3c(-c4ccccc4)csc3n2)c1 the results were TDP1 block 1% and TDP1 cell noCPT inconclusive.
Screening CC1(C)NC(=O)N(CCCOc2ccc(Br)cc2Cl)C1=O returned TDP1 block 2%, N370S GC mod 0% and TDP1 cell noCPT -28%.
Screening CC(=O)c1nn(-c2ccc(Cl)cc2)c(=O)[nH]c1=O returned N370S GC mod -4% and TDP1 cell noCPT 0%.
O=c1cc(-c2ccccc2)nc(SCCOc2ccccc2Cl)[nH]1 was read as TDP1 block 5%, N370S GC mod 7% and TDP1 cell noCPT -14%.
Screening Cc1ccc(NC(=O)c2cccc(C(F)(F)F)c2)cc1NC(=O)c1[nH]cnc1C(N)=O returned TDP1 block -3% and TDP1 cell noCPT -27%.
O=C(NCCc1csc(-c2cccnc2)n1)c1ccccc1 was read as TDP1 block 4%&9%, N370S GC mod -7% and TDP1 cell noCPT -28%.
`CCCC1(CCC)C(=O)NC(=NCCc2ccc(OC)c(OC)c2)NC1=O` gave TDP1 block 3%, N370S GC mod 8% and TDP1 cell noCPT -10%.
CCc1ccc(NC(=O)c2cc(Br)ccc2Br)cc1 was read as TDP1 block 3% and N370S GC mod 23%.
`Cc1ccc(S(=O)(=O)c2nc(-c3ccc(F)cc3)oc2SCC(=O)NCC2CCCO2)cc1` (stereo not given) gave TDP1 block 3%, N370S GC mod 5% and TDP1 cell noCPT -26%.
`O=C(NCCn1ccc2ccccc21)c1ccc(S(=O)(=O)N2CCCCC2)cc1` gave TDP1 block -6%, N370S GC mod 6% and TDP1 cell noCPT 23µM*.
`Cc1c(C(=O)NCc2ccc3c(c2)OCO3)cccc1[N+](=O)[O-]` gave N370S GC mod 16% and TDP1 cell noCPT -13%.
CCOC(=O)C1=CN(Cc2cccc(I)c2)S(=O)(=O)N(C)C1C (stereo not given) was read as TDP1 block -11%[56.1 µM] and TDP1 cell noCPT inconclusive.
For Cc1ccc(C)c(CN2C(=O)COc3ccccc32)c1 the results were TDP1 block -2%, N370S GC mod -13% and TDP1 cell noCPT -30%.

Pulled by compound from the entries so far (3):
For Cc1ccc(C)c(CN2C(=O)COc3ccccc32)c1 the results were TDP1 block -2%, N370S GC mod -13% and TDP1 cell noCPT -30%.
`Cc1c(C(=O)NCc2ccc3c(c2)OCO3)cccc1[N+](=O)[O-]` gave N370S GC mod 16% and TDP1 cell noCPT -13%.
CCc1ccc(NC(=O)c2cc(Br)ccc2Br)cc1 was read as TDP1 block 3% and N370S GC mod 23%.
